Screening data (PubChem BioAssay)
STAT1 blocker = STAT1 signaling inhibition | NIH 3T3 STAT1-luciferase reporter, IFN-gamma, luminescence | inhibition, % at 5.5 µM | actives 0.35% (n = 200,000);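 active means inhibition above a set limit, the mean inhibition across all tested compounds plus 3 SD, cut at about 34% in these data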;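 further: 0% = IFN-gamma with DMSO and 100% = IFN-gamma with 300 µM nifuroxazide; values of inactives mirror those of a sister screen read the other way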
STAT3 activator = STAT3 signaling activation | U3A cells, IL-6 STAT3-luciferase reporter, luminescence; 100% = signal with IL-6 EC80 alone | activation (% of control), % at 5.6 µM | actives 0.91% (n = 190,000) | AID 871;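 active means activation above the screen-wide mean of compound activation plus 3 SD, cut at about 130% in these data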;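 further: 0% = background luminescence of wells with medium and substrate only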
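Detection: reporter luminescence signal / Assay system: STAT1-lacking human U3A cells, STAT3 luciferase reporter / Incubation: compound pre-incubation 1 h before IL-6, then 6 h stimulation at 37 °C / Control set: IL-6-only high control / Read-out: % activation relative to IL-6 control / Probe or stimulus: Interleukin-6, 33 ng/mL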
NF-kB expr up = raises NF-kB expression in human neuronal cells; NF-kB reporter expression; stronger effect = higher value; fold change at 12.5 µM; actives 1.6% (n = 190,000); AID 1239; in the data active means fold change above about 3.3
STAT3 blocker = reduces IL-6 driven STAT3 reporter signal; U3A cells, IL-6 STAT3-luciferase reporter, luminescence; host cell line lacks STAT1; inhibition, % at 5.5 µM; actives 0.89% (n = 190,000);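 active means inhibition above the mean inhibition across all screened compounds plus 3 SD, cut at about 44% in these data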;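 further: 0% = DMSO only wells and 100% = 100 µM nifuroxazide control wells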
APP 5'UTR act = APP 5'UTR luciferase reporter activation; AID 1276; SH-SY5Y APP 5'UTR luciferase reporter, luminescence; zero percent = DMSO vehicle wells; actives 1% (n = 190,000); activation, % at 2 µM;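 active means activation above a set limit, based on mean plus 3 SD of controls, cut at about 140% in these data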; further: values of inactives mirror those of a sister screen read the other way
FLuc stim CS = affects firefly luciferase, flagging false hits in luciferase stimulation screens | 200,000 tested, under 10 active | activation factor at 10 µM | ATPlite luciferase biochemical, luminescence, 10 min; 0 = ATP-free wells, 1 = DMSO control | AID 1027;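 active means luciferase activation factor, scaled between plate controls, of at least 2 with compound at 10 µM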
Target sequence (P08659 whole entry, looked up): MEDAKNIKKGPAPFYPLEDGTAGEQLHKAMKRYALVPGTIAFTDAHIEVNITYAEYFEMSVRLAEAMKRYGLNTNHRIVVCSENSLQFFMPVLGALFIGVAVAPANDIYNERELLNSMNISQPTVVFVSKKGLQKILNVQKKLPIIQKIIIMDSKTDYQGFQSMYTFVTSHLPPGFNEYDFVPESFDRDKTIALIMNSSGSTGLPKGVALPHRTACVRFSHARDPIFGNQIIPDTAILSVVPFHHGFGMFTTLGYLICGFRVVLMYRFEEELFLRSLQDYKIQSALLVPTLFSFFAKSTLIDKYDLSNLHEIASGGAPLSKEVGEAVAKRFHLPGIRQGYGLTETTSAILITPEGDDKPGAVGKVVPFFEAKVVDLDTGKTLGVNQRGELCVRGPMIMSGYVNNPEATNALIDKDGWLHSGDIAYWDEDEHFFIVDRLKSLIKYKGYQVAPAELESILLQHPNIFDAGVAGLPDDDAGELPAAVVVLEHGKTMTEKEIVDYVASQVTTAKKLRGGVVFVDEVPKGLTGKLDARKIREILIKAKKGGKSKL
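Assay system: Luciferase/luciferin detection reagent, cell-free biochemical luciferase assay / Read-out: luciferase activation / Benchmarks: No-ATP low control, compound-free enzyme-plus-ATP high control / Medium: PBS buffer for ATP / Detection: luminescence measurement of luciferase light output / Schedule: 10 min at ambient temperature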
STAT1 act = activators of IFN-gamma induced STAT1 signaling; actives 2.6% (n = 200,000); NIH 3T3 STAT1-luciferase reporter, luminescence; 100% = IFN-gamma alone, no compound; AID 932; activation (% of control), % at 5.5 µM;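 active means activation above the screen-wide mean activation plus 3 SD, cut at about 130% in these data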;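 further: raw ratio to IFN-gamma control signal so 100% means no change and 0% no light; values of inactives mirror those of a sister screen read the other way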
APP transl inh = APP translation inhibition | actives 0.82% (n = 190,000) | inhibition, % at 2 µM | SH-SY5Y APP 5'UTR-luciferase reporter, luminescence;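 active means inhibition above a set limit, derived from the sample mean plus 3 SD, cut at about 45% in these data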; further: values of inactives mirror those of a sister screen read the other way
FLuc inh counter = counter-screen for luciferase assay inhibitors: firefly luciferase inhibition; P08659; ATPLite firefly luciferase biochemical luminescence, 10 min; inhibition, % at 10 µM; actives 1.5% (n = 200,000);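 active means inhibition above about 50% when tested at 10 µM, limit read from the data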
ROMK primary = modulates human ROMK potassium channel activity; P48048; Tet-inducible ROMK, thallium flux fluorescence; actives lie on both sides; B-score at 10 µM; actives 2% (n = 130,000); AID 1918;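 active means signal ratio slope over the read window, or its plate-corrected B-score, at least 3 SD from the plate mean, either direction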;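 further: B-score of the F/F0 ratio slope over 7 to 12 s after thallium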
Target sequence (P48048 whole entry, looked up): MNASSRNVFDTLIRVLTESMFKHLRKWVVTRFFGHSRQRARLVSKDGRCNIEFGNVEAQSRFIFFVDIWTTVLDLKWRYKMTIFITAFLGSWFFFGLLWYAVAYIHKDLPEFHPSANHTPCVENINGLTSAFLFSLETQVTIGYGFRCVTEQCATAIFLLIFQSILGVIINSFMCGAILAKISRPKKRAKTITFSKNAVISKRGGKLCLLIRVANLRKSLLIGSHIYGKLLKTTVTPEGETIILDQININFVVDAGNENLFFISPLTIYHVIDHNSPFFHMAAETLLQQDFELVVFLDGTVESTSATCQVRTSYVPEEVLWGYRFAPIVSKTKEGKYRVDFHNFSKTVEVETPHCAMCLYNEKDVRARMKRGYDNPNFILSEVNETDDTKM
The depositor's hits bear a star; / = not tested or not shown.

SMILES	STAT1 blocker	STAT3 activator	NF-kB expr up	STAT3 blocker	APP 5'UTR act	FLuc stim CS	STAT1 act	APP transl inh	FLuc inh counter	ROMK primary
COc1ccc(Cc2nnc(Nc3ccc4c(c3)OCCO4)[nH]c2=O)cc1	6	99	1.3	5	6	1	94	-6	-4	0.35
CC1CC(C)CN(C(=O)Cc2c(C(=O)O)[nH]c3ccc(Cl)cc23)C1 (stereo unspecified)	2	99	1.2	12	-5	1.1	96	5	-8	1.3
Cc1cccc(C(=O)NC(=S)NNC(=O)c2ccc(Cl)cc2)c1	1	104	0.93	-7	10	1	99	-10	-3	5.3*
Clc1ncnc2scc(C3COc4ccccc4O3)c12 (stereo unspecified)	2	86	1.5	18	2	1	101	-2	-3	-1.7
Nc1ncc(-n2cncn2)c(-c2ccc(Cl)cc2)n1	0	108	1.4	-2	19	1.1	99	-19	-6	-0.31
COC(=O)c1ccc(NC(=O)CCN2CCN(c3ccccc3)CC2)cc1	2	97	1.4	6	-8	1.1	98	8	-11	-0.94
CCOC(=O)N1CCN(c2c(NCC3CCN(Cc4cccc(C)c4)CC3)c(=O)c2=O)CC1	6	102	1.1	-3	17	1.1	95	-17	-9	/
Cn1c(=O)n(Cc2ccc(F)cc2)c(=O)c2c1nc1n2CCCN1C1CCCCC1	-2	82	1.1	28	13	1	102	-13	-4	-3.1
CCOC(=O)N1CCC(N2C(=O)c3ccccc3C2Nc2ccc(Cl)cn2)CC1 (stereo unspecified)	6	100	1	5	10	1	94	-10	0	/
N#Cc1cc2c(nc1SCC(=O)Nc1sc3c(c1C#N)CCC3)CCC2	-13	105	1.2	-3	19	1	111	-19	-5	/
Cc1nc(SCC(=O)NCc2ccco2)nc(C)c1C	-10	97	0.95	10	0	1	110	0	-2	/
COc1ccc(N2C(=O)C3CC=C(Cl)CC3C2=O)cc1 (stereo unspecified)	-1	107	0.93	-12	-4	1	101	4	-3	-0.47
CCN(CC1CCCO1)C(=O)CCc1nnc(Cc2ccc3c(c2)OCO3)o1 (stereo unspecified)	5	95	1.3	11	11	1.1	96	-12	-6	0.13
COc1cc(NC(=O)c2cnn3c(C(F)F)cc(C4CC4)nc23)c(OC)cc1Cl	-5	99	1.1	5	3	1.1	102	-3	-8	1.1
COCC(=O)Nc1cc(C(=O)OC)cc(C(=O)OC)c1	4	98	1	5	-30	1	97	30	0	/
O=C(CN1C(=O)NC2(CCCCC2)C1=O)Nc1ccc2c(c1)CCC2	-22	134*	1.1	-34	-12	1.1	118	12	-7	-0.23
CC(=C/c1ccc(C(C)C)cc1)/C=N/NC(=O)CSc1ccccn1	-55	134*	0.84	-40	51	1.1	149*	-51	-8	-1.6
O=C(COC(=O)c1ccccc1NC(=O)c1ccco1)NC1CCS(=O)(=O)C1 (stereo unspecified)	-7	107	1.1	-3	2	1	109	-2	2	-0.036
O=S1(=O)N=C(N=Nc2c(O)[nH]c3ccccc23)c2ccccc21	-1	110	1.2	-6	-34	0.9	103	34	10	-0.52
O=C(Nc1cccc(Oc2ccc3c(c2)C(=O)NC3=O)c1)c1ccco1	1	104	0.81	-1	10	1	99	-10	-3	-1.6
CCOC(=O)CSc1nc2ccccc2c(=O)n1CC(C)C	10	105	1.1	0	-7	1	89	7	-4	1.3
N#CC(c1ccc(Cl)cc1)c1ccc2c(C(F)(F)F)cc(C(F)(F)F)nc2n1 (stereo unspecified)	75*	29	1.3	87*	4	1	31	-4	-1	1.6
O=C(O)c1cc(-c2ccccn2)n[nH]1	1	95	1.4	8	2	1.1	99	-2	-9	0.0045
Cc1ccc2nc(SCC(=O)NCc3cccs3)c(C#N)cc2c1	-5	110	0.92	-3	17	1	105	-17	-2	-0.84
O=c1c2[nH]c3ccc(Cl)cc3c2ncn1Cc1ccccn1	0	98	1.1	4	2	1	100	-2	-2	/
Cc1ccc(CNC(=O)c2nnn(-c3cccc(C)c3)c2N)cc1	0	94	1.1	9	-11	1.1	100	11	-5	0.36
CCCc1nc([N+](=O)[O-])c(S(=O)(=O)c2ccccc2)n1CC(C)C	12	90	2.1	10	-10	1	91	10	-2	0.68
Cc1ccc(N(CCC(=O)NC(C)(C)C)S(=O)(=O)c2ccc(C)cc2)cc1	-2	105	1	-5	1	1	100	-1	-4	-0.0044
Cn1nc(-c2ccc(OCC(=O)Nc3ccccc3)cc2)c2ccccc2c1=O	-3	82	0.72	25	-1	1	102	1	-2	0.72
C=CCn1c(CCNC(=O)c2cccs2)nnc1SCC(=O)Nc1cccc(C(C)=O)c1	8	95	1.4	9	10	1	92	-10	2	0.12
C/C(=N\Nc1cccc([N+](=O)[O-])c1)c1cc2ccccc2o1	-29	98	1.4	8	26	1.1	127	-26	-7	-0.71
Cc1ccc(S(=O)(=O)N2CCC(=O)N(C(COCc3cccc(Cl)c3)Cc3ccccc3)CC2)cc1 (stereo unspecified)	3	102	0.89	-5	16	1.1	97	-16	-11	-2.2
Cn1cc(CN2CCN(Cc3ccccc3)C(CCO)C2)c(-c2ccccc2)n1 (stereo unspecified)	-5	106	1.2	-5	5	1.1	103	-5	-6	0.013
O=C(CSc1nnc(-c2cccnc2)n1-c1ccccc1)Nc1ccccc1	4	98	0.94	6	17	1	104	-17	-3	1.2
Cn1cc(/C=N/n2cnc3scc(-c4ccc(Cl)cc4)c3c2=O)c2ccccc21	0	135*	1.1	-40	-90	1	100	90*	-4	0.23
Cc1ccc(C(=O)/C=C2\NCCNC2=O)cc1	-33	93	5*	11	109	0.3	131*	-109	67*	/

3 of the entries above in order of the FLuc stim CS value, descending:
| smiles | FLuc stim CS |
| --- | --- |
| Cc1ccc(CNC(=O)c2nnn(-c3cccc(C)c3)c2N)cc1 | 1.1 |
| C=CCn1c(CCNC(=O)c2cccs2)nnc1SCC(=O)Nc1cccc(C(C)=O)c1 | 1 |
| Cc1ccc(C(=O)/C=C2\NCCNC2=O)cc1 | 0.3 |

Further compounds
SMILES	STAT1 blocker	STAT3 activator	NF-kB expr up	STAT3 blocker	APP 5'UTR act	FLuc stim CS	STAT1 act	APP transl inh	FLuc inh counter	ROMK primary
O=C(OCc1nc2ccccc2s1)C1CCN(S(=O)(=O)c2cccs2)CC1	-27	144*	0.95	-46	29	1	125	-29	1	0.059
O=C(O)Cc1sc(-c2cccnc2)nc1-c1ccc(Br)cc1	6	99	1.1	2	14	1	93	-14	-3	0.55
Cc1nc2ccccn2c1/C(O)=C1\C(=O)C(=O)N(CCN(C)C)C1c1cccnc1 (stereo unspecified)	-3	100	1.3	3	6	1	103	-6	-4	/
CC(C)CCNC(=O)NC(=O)CSc1nnc(-c2ccccc2Br)o1	0	103	1.2	-3	16	1.1	100	-16	-7	1.5
CSc1nn(-c2ccc(C(=O)OCC(=O)NC(=O)NC(C)C)cc2)c(=S)s1	-18	108	0.96	-5	4	1.1	116	-4	-9	-1.7
CCC(C)(C)NC(=O)CN(Cc1cccs1)C(=O)CNS(=O)(=O)c1ccc(F)cc1	-5	98	1.2	10	-6	1.1	103	6	-10	0.22
CC(C)SCCCOc1ccc(C(C)(C)C)cc1	-9	107	1.6	-2	5	1	108	-5	0	-0.28
Cc1cccc(Nc2ncc3c(n2)CC(c2ccco2)CC3=O)c1 (stereo unspecified)	-1	88	1.2	19	2	1.1	101	-2	-6	/
CC1(C(=O)O)CCC(C(=O)N2CCCCC2)C1(C)C (stereo unspecified)	-1	102	1	-1	8	1	101	-8	-4	1
COc1cc(CC(=O)OCC(=O)Nc2ccc3c(c2)OCCO3)cc(OC)c1OC	-8	106	0.94	-5	14	1.1	107	-14	-8	-0.089
Cc1cc(Cl)ccc1Oc1ncnc2oc(-c3ccccc3)cc12	7	94	1.1	9	15	1.1	93	-15	-6	/
CCCc1nc2oc(C(=O)c3ccccc3)c(N)c2c2c1COC(C)(C)C2	2	90	1.1	10	5	1	98	-5	-4	1.4

Profiles, looked up by structure. Order of screens: STAT1 blocker	STAT3 activator	NF-kB expr up	STAT3 blocker	APP 5'UTR act	FLuc stim CS	STAT1 act	APP transl inh	FLuc inh counter	ROMK primary
Record of CC(C)SCCCOc1ccc(C(C)(C)C)cc1 : -9	107	1.6	-2	5	1	108	-5	0	-0.28
Record of CC(C)CCNC(=O)NC(=O)CSc1nnc(-c2ccccc2Br)o1 : 0	103	1.2	-3	16	1.1	100	-16	-7	1.5
Record of CCC(C)(C)NC(=O)CN(Cc1cccs1)C(=O)CNS(=O)(=O)c1ccc(F)cc1 : -5	98	1.2	10	-6	1.1	103	6	-10	0.22
Record of CC1(C(=O)O)CCC(C(=O)N2CCCCC2)C1(C)C (stereo unspecified) : -1	102	1	-1	8	1	101	-8	-4	1
Record of COc1cc(CC(=O)OCC(=O)Nc2ccc3c(c2)OCCO3)cc(OC)c1OC : -8	106	0.94	-5	14	1.1	107	-14	-8	-0.089

An excerpt of these results, with values under each structure.
Values run as follows: STAT1 blocker, STAT3 activator, NF-kB expr up, STAT3 blocker, APP 5'UTR act, FLuc stim CS, STAT1 act, APP transl inh, FLuc inh counter, ROMK primary
O=C(OCc1nc2ccccc2s1)C1CCN(S(=O)(=O)c2cccs2)CC1
→ -27, 144*, 0.95, -46, 29, 1, 125, -29, 1, 0.059
O=C(O)Cc1sc(-c2cccnc2)nc1-c1ccc(Br)cc1
→ 6, 99, 1.1, 2, 14, 1, 93, -14, -3, 0.55
Cc1nc2ccccn2c1/C(O)=C1\C(=O)C(=O)N(CCN(C)C)C1c1cccnc1 (stereo unspecified)
→ -3, 100, 1.3, 3, 6, 1, 103, -6, -4, /
CC(C)CCNC(=O)NC(=O)CSc1nnc(-c2ccccc2Br)o1
→ 0, 103, 1.2, -3, 16, 1.1, 100, -16, -7, 1.5
CSc1nn(-c2ccc(C(=O)OCC(=O)NC(=O)NC(C)C)cc2)c(=S)s1
→ -18, 108, 0.96, -5, 4, 1.1, 116, -4, -9, -1.7

Remaining list, next part
SMILES	STAT1 blocker	STAT3 activator	NF-kB expr up	STAT3 blocker	APP 5'UTR act	FLuc stim CS	STAT1 act	APP transl inh	FLuc inh counter	ROMK primary
O=C(CC1C(=O)NCCN1Cc1cccc(Oc2ccccc2)c1)NCCc1cscn1 (stereo unspecified)	-1	99	1.1	6	18	1	101	-18	-1	0.12
Cc1ccc(N(CC(=O)NCc2cccnc2)S(C)(=O)=O)cc1C	-1	96	1.6	12	-8	1.1	101	8	-7	/
CCOC(=O)C1CCN(C(=O)CN(C)S(=O)(=O)c2cc(C)ccc2OC)CC1	2	105	0.92	-5	5	1	98	-5	-4	/
CCCCCCn1c(CN2CCN(CCO)CC2)nc2c1c(=O)n(C)c(=O)n2C	1	101	1.3	-1	3	1	100	-3	-3	/
CN=C1CC(SC)=C1c1ccc(C)cc1	3	96	1.1	8	2	1.1	97	-2	-7	-2.9*
CC(=O)Nc1ccc(NC(=O)COC(=O)Cc2c[nH]c3ccccc23)cc1	12	106	1.1	-10	-8	1	90	8	0	-0.52
O=C(O)CN1CCN(Cc2ccccc2F)C1=O	-4	104	1.2	-4	14	1	103	-14	-1	0.28
CCS(=O)(=O)N1CCN(C2Cc3ccccc3C2)CC1	-3	97	1.3	2	/	1.1	103	/	-6	-0.29
CCNC(=O)CC1C(=O)N(c2cccc(OC)c2)C(=O)N1CCOC (stereo unspecified)	-1	97	0.99	6	-10	1	100	10	-4	0.94
O=C(CSCC(=O)Nc1ccc2ccccc2c1)NCc1ccccc1	2	100	1.3	6	8	1	98	-8	-3	0.12
